Screening results from PubChem.
MITF primary: MITF inhibitors, primary screen, biochemical, AlphaScreen, human | Microphthalmia-associated transcription factor (Homo sapiens), O75030 | 0.91% of 650,000 active | inhibition, % at 2.6 µM | AlphaScreen MITF homodimerization, bead proximity signal; in the data active = inhibition above about 50%;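 note: 0% = vehicle wells with protein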
FBW7 activator: FBW7 E3 ligase activators, primary screen, biochemical, AlphaScreen, human; F-box/WD repeat-containing protein 7 (Homo sapiens), Q969H0; AlphaScreen FBW7–phospho-cyclin E peptide binding, activator screen; normalized activity (activation), % at 26.1 µM; 0.13% of 650,000 active; AID 1259310, 2017; in the data active = normalized activity above about 1.9%;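 note: purified mutant Fbw7 with reduced substrate affinity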
Target sequence (Q969H0 whole entry, looked up): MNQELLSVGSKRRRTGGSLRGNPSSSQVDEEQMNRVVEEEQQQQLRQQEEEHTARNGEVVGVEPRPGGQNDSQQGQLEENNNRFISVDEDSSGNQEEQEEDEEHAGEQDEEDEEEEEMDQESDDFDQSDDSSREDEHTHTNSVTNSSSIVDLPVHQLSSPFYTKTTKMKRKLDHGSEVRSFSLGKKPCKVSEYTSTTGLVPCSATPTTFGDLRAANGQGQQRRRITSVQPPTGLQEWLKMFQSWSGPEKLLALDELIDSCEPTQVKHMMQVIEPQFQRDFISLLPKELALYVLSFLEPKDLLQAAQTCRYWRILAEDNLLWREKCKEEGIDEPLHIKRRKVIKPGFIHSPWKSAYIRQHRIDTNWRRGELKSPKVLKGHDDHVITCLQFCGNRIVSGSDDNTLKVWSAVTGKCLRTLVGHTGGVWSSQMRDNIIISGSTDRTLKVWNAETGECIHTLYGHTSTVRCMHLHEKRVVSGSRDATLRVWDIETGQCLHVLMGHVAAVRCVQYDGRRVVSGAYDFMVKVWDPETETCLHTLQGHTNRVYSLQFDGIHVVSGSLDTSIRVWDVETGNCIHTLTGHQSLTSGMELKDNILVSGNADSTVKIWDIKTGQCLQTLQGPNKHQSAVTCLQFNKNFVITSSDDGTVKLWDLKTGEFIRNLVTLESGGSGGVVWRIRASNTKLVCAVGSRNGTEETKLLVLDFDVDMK
TEAD-YAP inh: TEAD-YAP interaction inhibition, primary screen, TEAD-YAP interaction inhibitor project, luminescence, HEK-TIYL cells; TEAD-Gal4/YAP UAS-luciferase luminescence; inhibition, % at 9.12 µM; 1.4% of 640,000 active; in the data active = inhibition above about 32%;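 note: 0% = median of test compound wells and 100% = reference inhibitor wells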
GPR151 ag: activators of human GPR151, primary screen, cell-based, PathHunter beta-arrestin, luminescence; G-protein coupled receptor 151 (Homo sapiens), Q8TDV0; PathHunter beta-arrestin GPR151 cells; activation, % at 11.2 µM; 1% of 650,000 active; AID 1508602, 2020; in the data active = activation above about 4.9%;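 note: 0% = median of compound wells and 100% = cells with positive control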
* = called active by the depositor; nt = no result given; & = joins results of further samples; ! = not confirmed by another sample.

The line under a structure holds: MITF primary, FBW7 activator, TEAD-YAP inh, GPR151 ag
> CCOC(=O)C1=C(CC)NC2=C(C(=O)CC(C)(C)C2)C1c1ccc(OC)cc1OC (centres undefined)
    10, 0.0, 9, 1.8
> COC(=O)C1=C(C)NC(C)=C(C#N)C1c1cccs1 (centres undefined)
    -12&6, 0.0&-0.1, 35*!, -1.1&1.1
> Clc1ccc(-c2nc3cnccn3c2Nc2ccc3c(c2)OCCO3)s1
    1, -0.1, -15, 0.7
> COC(=O)c1ccc(NC(=O)/C=C/c2ccc(Br)cc2)cc1
    16, 0.2, 5, -0.3
> COC(=O)c1ccc(CN(Cc2ccc(OC)c(OC)c2)S(=O)(=O)c2ccc(F)c(C(=O)Nc3ccccc3C(F)(F)F)c2)cc1
    -5, 0.1, -3, -0.1
> O=C(OCC(=O)c1cc(F)ccc1F)c1ccc2ncsc2c1
    -11, -0.2, -1, -0.7
> Nc1cc(C(=O)OCC(=O)Nc2ncc(C(F)(F)F)cc2Cl)ccc1Cl
    5, 0.1, 6, 1.1
> COc1ccc(S(=O)(=O)N(CC(=O)NC2CC3CCC2C3)c2ccc(Cl)cc2)cc1 (centres undefined)
    16, 0.4, 7, 0.1
> COc1ccc(CCc2nnc(CCC(=O)N3CCCCO3)o2)cc1
    -3, 0.0, -87, 0.8
> Cc1ccc(-n2c(O)c(C=Nc3ccc(S(N)(=O)=O)cc3)c3ccccc3c2=O)cc1C
    1, -0.1, 80*, -0.8
> CSc1ncc(C(=O)Nc2ccc(C)c(Cl)c2)c(C)n1
    5, 0.3, -17, -1.5
> CCOC(=O)NC(Cc1c[nH]c2ccccc12)C(=O)Nc1ccccc1C(N)=O (centres undefined)
    -3, 0.0, -19, 0.4
> CCCNC(=O)c1ccc2nc(Nc3ccc(C(F)(F)F)cc3)sc2c1
    -4, 0.3, -13, 3.0
> COc1cc2c(cc1OC)C(CC(=O)O)c1cc(OC)c(OC)cc1C(=O)C2 (centres undefined)
    11, -0.1, -45, 0.5
> Cc1ccc(C)c(NC(=O)CCc2sc(C)nc2-c2cccs2)c1
    2, 0.0, -3, -0.1
> Cc1cccc(-n2c(CNC(=O)c3ccccc3F)nnc2SCC(=O)N2N=C(c3cccs3)CC2c2ccc(F)cc2)c1 (centres undefined)
    9, 0.4, 6, -1.5
> O=C(Nc1cnn(-c2cccc(C(=O)Oc3cccnc3)c2)c1)Nc1ccccc1Cl
    -5, -0.1, -11, 0.5
> CCOc1ccc(CN2CCC(C(=O)N(C)CCc3ccc(OC)c(OC)c3)CC2)cc1
    16, -0.2, 3, -0.3
> O=C1C2C3C=CC(CC3)C2C(=O)N1c1ccc(Br)cc1[N+](=O)[O-] (centres undefined)
    -5, -0.1, 2, 1.0
> CC(=O)c1ccc(NCC(=O)Nc2ccc(Br)cc2F)cc1
    -10, 0.1, 3, 3.1

Further structures.
The line under a structure holds: MITF primary, FBW7 activator, TEAD-YAP inh, GPR151 ag
> Cc1ccc(N2CC(C(=O)Nc3nnc(SCCO)s3)CC2=O)cc1C (centres undefined)
    14, 0.0, 4, 2.7
> CCN1C(=O)[C@H]2[C@H]3[C@H](O)[C@H](O)C/C(=N\OC[C@@H](O)COCc4ccco4)[C@@H]3CC[C@H]2C1=O
    0&18, 0.3&0.0, nt, 2.8&-2.1
> CCN(C(=O)COc1ccccc1C#N)C12CC3CC(CC(C3)C1)C2
    -24, 0.1, -9, 1.9
> COc1ccc(Nc2nc(Cl)nc(Nc3ccc(OC)c(OC)c3)n2)cc1OC
    3, -0.3, 1, 2.0
> N#CCSc1nc2ccccc2c(=O)n1C1CCCCC1
    9, 0.5, -35, -0.6
> O=C(CN1CCN(c2cccc(C(F)(F)F)c2)CC1)Nc1ccccc1N1CCOCC1
    -2, -0.1, -2, -0.1
> CCOc1ccccc1C1C(C#N)=C(N)Oc2cc(N)ccc21 (centres undefined)
    17, 0.1, -2, -0.6
> N#C/C(=C\c1ccc(OCc2ccccc2)cc1)C(N)=S
    13, 0.1, -21, -3.8
> CCOc1c(/C=C\c2nc(O)c([N+](=O)[O-])c(=O)[nH]2)cccc1OC
    3, 0.5, 4, -0.5
> CN(C)CCn1c(=N)n(CC(O)c2ccc(Cl)c(Cl)c2)c2ccccc21 (centres undefined)
    0, 0.0, 8, -0.3
> O=C(CCS(=O)(=O)c1ccc(Cl)cc1)NCc1ccccc1Cl
    2, 0.0, 4, 2.2
> CCC(C)(C(=O)NC1CCCCC1)N(Cc1cccs1)C(=O)CNC(C)=O (centres undefined)
    14, -0.2, -1, 0.0
> Cc1oc2ccccc2c1CN1CCc2c(nc(N3CCCC3)[nH]c2=O)C1
    12, 0.9, 3, -0.1
> CCN(CC)C(=S)SCC(=O)Nc1ccc2nc(SCc3cc([N+](=O)[O-])ccc3OC)sc2c1
    7, -1.0, -3, 0.0
> CCc1cc(CC)c(CO)c(CC)c1CO
    -11, 0.0, 4, 1.1
> CCN(CC)C(=O)COc1ccc(C)cc1C
    9, 0.1, 3, -0.5
> CCN(CC)C(=O)Nc1cccc(Cl)c1
    8, 0.2, -11, 0.7
> COc1cc2ccccc2cc1C(=O)NCCOC12CC3CC(CC(C3)C1)C2
    11, -0.1, -10, -0.6
> CCC(Sc1nc2n[nH]c(C)c2c(=N)n1-c1ccc(C)cc1)C(=O)N1CCCC1 (centres undefined)
    9, 0.1, 7, -1.2
> COCCNC(=O)CN(C(=O)CCC(=O)Nc1ccccn1)c1cc(C)ccc1C
    9, 0.1, -1, 2.2

Other entries
The line under a structure holds: MITF primary, FBW7 activator, TEAD-YAP inh, GPR151 ag
> COCCCNC(=O)c1cc(Nc2ccccc2OC)nc2ccccc12
    -9, 0.0, -1, 0.6
> Cc1cc(Cl)ccc1OC(C)C(=O)NCCc1ccccc1 (centres undefined)
    -6, 0.0, -5, 0.9
> COc1ccc(CCNC(=O)CCCn2c(SCc3ccc(Cl)cc3)nc3cc4c(cc3c2=O)OCO4)cc1OC
    7, 0.1, 2, -1.0
> COC(=O)c1cc2c(cc1NC(=O)Cc1nc(-c3ccc(OC)cc3)no1)OCO2
    2, 0.1, -2, -0.6
> O=C1OC(c2ccc(Br)o2)=N/C1=C\c1ccc(Cl)c(Cl)c1
    -3, -0.1, 1, -0.6
> CC1=CCC(C(=O)N/N=C/c2ccncc2)C(c2ccc(F)cc2)C1 (centres undefined)
    5, -0.1, -6, 0.7
> N#Cc1c(-c2ccccc2)cc(-c2ccccc2)nc1SCCS(=O)(=O)Cc1ccc(Cl)cc1
    3, -0.1, 6, 1.8
> Cc1ccc(-n2nc3c(c2NC(=O)c2ccc(C(C)(C)C)cc2)CSC3)cc1
    15, 1.1, -7, -0.1
> CCOC(=O)C(=O)Nc1c(C(=O)Nc2ccc(C)cc2)oc2ccccc12
    4, 0.1, -24, 1.8
> COc1ccc(C(=O)Nc2ccc(F)c([N+](=O)[O-])c2)c(OC)c1
    15, 0.0, -8, -1.3
> O=[N+]([O-])c1ccc(C2Nc3ccccc3C(c3ccccc3)(c3ccccc3)O2)s1 (centres undefined)
    6, 0.1, 7, -0.7
> O=C(Oc1ccccc1)N1CCN2C(=O)[C@@H]3CSCN3C(=O)[C@H]2C1
    2, 0.0, 1, 0.0
> Cc1cccc(Nc2ncc(F)c(Nc3cccc(C)c3C)n2)c1C
    -15, -0.1, 2, -0.1
> COc1ccc(OC)c(-n2c(CNC(=O)c3ccc(S(=O)(=O)N(C)C)cc3)nnc2SCC(=O)Nc2nc3ccccc3s2)c1
    5, 0.5, -12, -0.5
> O=C1c2cccc3cccc(c23)C(=O)N1c1ccccn1
    14, 0.1, 2, -0.2
> COc1ccccc1NC(=O)Cc1noc(COC(=O)c2ccc(SC)cc2OC)n1
    13, 0.3, -2, -0.2
> Cc1cc(C)c(S(=O)(=O)NCCOc2cc(N3CCCC3)ncn2)cc1C
    4, -0.1, 14, -1.4
> Cc1cc(NCCOc2ccccc2)nc(N2CCOCC2)n1
    8, 0.1, -7, -0.6
> CCOc1ccc(N=C2S/C(=C\c3ccc(OC)cc3)C(=O)N2c2ccc(OCC)cc2)cc1
    0, 0.0, -4, -0.4
> Cc1ccc(NC(=O)c2ccccc2Cl)cc1C
    3, 0.0, -9, -3.7

(next part)
The line under a structure holds: MITF primary, FBW7 activator, TEAD-YAP inh, GPR151 ag
> Cc1cc(C)c(-c2cc(C)nc3ncnn23)c(C)c1
    0, 0.0, -3, 2.0
> Cc1nc2c(o1)NC(N)=C(C#N)C21CCSCC1
    -4, -0.1, 8, 2.4
> Cc1nc(N2CC(C)OC(C)C2)c2c3c(sc2n1)CCCC3 (centres undefined)
    3, -0.1, 3, -0.3
> COc1ccc(CNc2cc(C(F)(F)F)nc3ncnn23)cc1
    -10, -0.2, 1, 0.0
> COc1cccc(C2CC(c3cccs3)=NN2C(=O)CSc2nnc(CNC(=O)c3cccc([N+](=O)[O-])c3C)n2C)c1OC (centres undefined)
    9, -0.1, -2, -0.7
> COc1ccc(OC)c(C2=C/C(=C/c3ccc4c(c3)OCO4)C(=O)O2)c1
    -14, 0.0, 8, -0.8
> CCc1cccc(CC)c1NC(=O)CN1C(=O)c2ccccc2S1(=O)=O
    3, 0.0, 3, 0.9
> CCOC(=O)C1=C(CSc2nc3c(cc2C#N)CCCCCC3)OC(N)=C(C#N)C1c1ccccc1Cl (centres undefined)
    0, -0.1, 3, 0.7
> CCOCCCN(C(=S)Nc1c(C)cccc1C)C1CCN(C(C)=O)CC1
    7, 0.0, 7, -0.6
> CCc1ccc2c(c1)cc(CN(Cc1ccco1)C(=O)N1CCOCC1)c1nnnn12
    16, -0.1, 18, 0.7
> Cc1cnc(NC(=O)CSc2nnc(N)s2)s1
    16, 0.0, -5, 1.3
> CCOC(=O)N1CCC(NC(=O)c2cc3c(=O)oc4ccccc4c3s2)CC1
    4, -0.2, -7, -0.4
> Fc1ccc2c(c1)nc(NCCc1ccccc1)c1nccn12
    9, 0.3, -35, 1.4
> O=C(NC(=S)Nc1ccc(N2CCOCC2)cc1)c1cc2ccccc2o1
    -2, 0.0, -1, -0.5
> Cc1cc(C)c2oc(-c3cccc(NC(=O)c4ccc(C)c(Cl)c4)c3)nc2c1
    0, 0.2, 7, 4.5
> COC(=O)CCCC[C@H]1SC[C@@H](NC(=O)c2ccccc2)C1OC(C)=O (some centres undefined)
    0, 0.1, 2, 0.1
> O=C(Cc1cccc2ccccc12)N/N=C\c1ccccc1[N+](=O)[O-]
    14, -0.1, 13, 2.5
> CCC(C)(C)C(=O)Nc1ccc(C)cc1
    12, -0.1, 2, 1.2
> Cn1c(/C(C#N)=C/c2ccncc2)nc2ccccc21
    15, 0.0, 3, 0.8
> COc1cc(/C=C2\N=C(C)OC2=O)cc(OC)c1
    -5, -0.3, 3, 0.3

The list goes on:
The line under a structure holds: MITF primary, FBW7 activator, TEAD-YAP inh, GPR151 ag
> COc1ccccc1N1CCN(C(=O)c2cn(-c3ccc(C)c(C)c3)c(=O)c3ccccc23)CC1
    0, -0.1, 3, 2.5
> COc1ccc(-c2noc(CNC(=O)C(C)(C)Oc3ccc(Cl)cc3)n2)cc1
    -1, -0.2, 0, 1.8
> COCCCn1c(C)cc(C(=O)COc2ccc(-c3ccc(C#N)cc3)cc2)c1C
    1, -0.1, -1, 1.1
> c1ccc(CCn2nnnc2CN2CCC(n3cnc4cccnc43)CC2)cc1
    1, 1.3, -5, -1.7
> O=C(C1CCC(CNS(=O)(=O)c2ccccc2)CC1)N1CCCC1 (centres undefined)
    -11, 0.1, -3, -0.4
> O=C(Nc1ccnn1C1CCN(C(=O)c2ccc(-c3ccco3)cc2)CC1)C1CC1
    5, 0.0, -14, -0.4
> CC(C)CCNC(=O)c1c(O)c2c([nH]c1=O)CCCC2
    11, 0.1, -36, 1.3
> CCOc1ccccc1CN1CCC2(CC1)NC(=O)c1ccccc1O2
    -3, -0.1, 7, -1.0
> CCN(CC)S(=O)(=O)c1ccc(C(=O)Nc2nnc(-c3ccc(C)cc3)s2)cc1
    15, 0.1, -3, 1.4
> CC1=C(CCN2CCc3nnc(CNC(=O)C4CCC(=O)N4)n3CC2)C(C)(C)CCC1 (centres undefined)
    -2, -0.1, -5, -0.3
> COc1cc(OC)cc(C(=O)Nc2cc(-c3ccc(OC)nn3)ccc2C)c1
    -17, 0.0, -3, -0.7
> Cc1ccc(/C=C2\Cc3ccccc3C2=O)s1
    2, -0.2, -44, -2.0
> Cc1cccc(CN2CCCC(N3CCN(c4ccccc4)CC3)C2)n1 (centres undefined)
    -14, -0.1, 6, -1.5
> COc1ccc(NC(=O)NC2(C(=O)N3CCN4CCCC4C3)CCCCC2)cc1 (centres undefined)
    -12, 0.1, -6, -0.9
> CC(C)[C@H]1NC(=O)[C@H]2CN(C(=O)Oc3ccc(Cl)cc3)CCN2C1=O
    2, 0.1, -5, -0.5
> CN1CCN(c2ccc(Nc3ncnc4sc5c(c34)CCCC5)cc2)CC1
    -9, -0.4, 0, 0.0
> CC1(C)CC(=O)C2=C(C1)N=C1c3ccccc3C(=O)C1C2c1ccc(Br)cc1 (centres undefined)
    -8, 0.0, -18, -1.1
